# Lamin A splicing: LMNA splicing modulation | hit rate 0.01% among 200,000 | Potency, µM (top dose mostly 46.1 µM), for inactives: at the top dose ratio change, negative = inhibition, actives largely listed as inhibitors | HeLa LMNA splicing GFP/RFP minigene ratio, 48 h | AID 1487; active means well fitted inhibition curve with a large enough effect in the signal ratio, with a control signal flat, not every such curve was filed as active; inconclusive means small, poorly fitted or top-dose-only effect, or effect the other way, or a change in a side signal; the % refers to the signal ratio; further: potency means the concentration at half of the fitted maximal effect; on the % scale 0 is the no-effect control and ±100 the full control effect
#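 S3 HeLa cells stably expressing lamin A-EGFP splicing minigene plus DsRed2, 600 cells/well, 48 h compound exposure at 37C. Laser-scanning cytometry; analysed as GFP (500-530 nm)/RFP (575-640 nm) total intensity ratio; 0.5% DMSO vehicle.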
# GLA spleen mod: inhibitors or activators of human alpha-galactosidase in spleen homogenate; P06280; human spleen homogenate, 4MU-alpha-Gal fluorescence, 40 min; Potency, µM (titrated, usually from 80 µM), without a hit: at the top dose activity change, negative = inhibition, usual class: inhibitors; hit rate 0.008% among 240,000; AID 2107;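 further: potency means the concentration at half of the fitted maximal effect; 0% = enzyme with vehicle and -100% = no enzyme basal signal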
# Target sequence (P06280 32-429 limits assumed): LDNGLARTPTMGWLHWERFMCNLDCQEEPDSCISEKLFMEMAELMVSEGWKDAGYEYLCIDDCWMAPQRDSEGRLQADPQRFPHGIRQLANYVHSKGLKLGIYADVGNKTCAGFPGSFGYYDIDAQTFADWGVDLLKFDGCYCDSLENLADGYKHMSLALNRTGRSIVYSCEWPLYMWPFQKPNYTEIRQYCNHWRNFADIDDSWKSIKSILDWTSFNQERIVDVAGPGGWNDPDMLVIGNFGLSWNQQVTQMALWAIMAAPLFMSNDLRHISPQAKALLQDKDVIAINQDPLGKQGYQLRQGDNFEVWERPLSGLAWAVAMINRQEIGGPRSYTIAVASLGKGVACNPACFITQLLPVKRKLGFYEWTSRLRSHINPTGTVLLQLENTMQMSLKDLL
#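 Spleen homogenate 1 ug + cpd (titration) + 4-MU-alpha-D-galactopyranoside 1 mM; 37C 40 min; 50 mM citrate/phosphate pH 5.0, 0.01% Tween-20; stop pH 10; fluorescence 365/440; AC50 via Hill.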
# CBFb-RUNX1 inh: CBF-beta/RUNX1 interaction disruption; Potency, µM (series often up to 59.8 µM), for the others: top-dose activity, negative = inhibition, actives largely listed as inhibitors; 230,000 tested, under 10 active; AlphaScreen CBFb-His/RUNX1-biotin binding, biochemical; Q01196+Q13951; AID 1477; further: % of control where 0% means no effect
#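 Proteins preincubated together for 20 min at RT before compound addition; 15 min later, nickel and streptavidin beads were added and left 90 min prior to AlphaScreen measurement.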
# KinaseGlo FLuc: counter-screen: inhibitors of Kinase-Glo firefly luciferase. Q27757. Kinase-Glo luciferase, ATP luminescence, 8 min. Potency, µM (top dose mostly 38.3 µM), for the others: top-dose activity change, negative = inhibition, hits mostly inhibitors. hit rate 0.28% among 200,000; further: potency means the concentration at half of the fitted maximal effect; on the % scale 0 is the no-effect control and ±100 the full control effect; nearly all actives have a fitted effect of over 60% in size
#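 Compound is pinned into ATP-containing buffer (10 uM ATP, imidazole pH 7.2, 7 mM MgCl2). Kinase-Glo luciferase reagent is then added. Light output is recorded following an 8-min room-temperature incubation.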
# Epigenetic derep: epigenetic control regulation, reporter derepression; murine LDR cells, GFP reporter derepression, 30 h; Potency, µM (titrated, usually from 53.9 µM), for the others: at the highest dose GFP activation, most hits filed as activators; hit rate 0.2% among 280,000; further: potency means the concentration at half of the fitted maximal effect; % of control where 0% means no effect; nearly all actives have a fitted effect of over 60% in size
#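 Murine LDR cells carrying a silenced, genomically integrated CMV-driven GFP reporter were exposed to compound for 30 hours at 37 C. After PBS washes, GFP-positive cells (20–120 um objects) were counted by laser-scanning microplate cytometry.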
# IMPase Li cell: membrane-permeable IMPase blocker, potentiated with lithium; CHO-M1 cells, IP1 TR-FRET (IP-One), carbachol + lithium; Potency, µM (highest dose often 59.4 µM), without a hit: at the highest dose activity, negative = IMPase inhibition, hits mostly inhibitors; hit rate 0.35% among 210,000;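 further: IP1 builds up when IMPase is blocked and the TR-FRET signal falls; potency means the concentration at half of the fitted maximal effect; plate controls were basal vehicle for no effect and high inhibitor control for full effect; nearly all actives have a fitted effect of over 50% in size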
#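 Steps: plate 2000 CHO-M1 cells per well and culture 16–30 h; add compound and lithium; incubate 30 min, 37C; add d2-IP1 tracer and Eu cryptate anti-IP1 antibody in lysis buffer; read after 10 min at room temperature.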
# NPSR antag: antagonists of human neuropeptide S receptor cAMP signaling; CHO-NPSR cells, cAMP TR-FRET, antagonist mode; Potency, µM (series often up to 38.3 µM), for the others: top-dose activity change, negative = inhibition, usual class: inhibitors; hit rate 1% among 220,000; AID 1461; further: potency means the concentration at half of the fitted maximal effect; on the % scale 0 is the no-effect control and ±100 the full control effect; nearly all actives have a fitted effect of over 50% in size; many of its hits are not listed in these tables
# Target sequence (Q6W5P4 whole entry, looked up): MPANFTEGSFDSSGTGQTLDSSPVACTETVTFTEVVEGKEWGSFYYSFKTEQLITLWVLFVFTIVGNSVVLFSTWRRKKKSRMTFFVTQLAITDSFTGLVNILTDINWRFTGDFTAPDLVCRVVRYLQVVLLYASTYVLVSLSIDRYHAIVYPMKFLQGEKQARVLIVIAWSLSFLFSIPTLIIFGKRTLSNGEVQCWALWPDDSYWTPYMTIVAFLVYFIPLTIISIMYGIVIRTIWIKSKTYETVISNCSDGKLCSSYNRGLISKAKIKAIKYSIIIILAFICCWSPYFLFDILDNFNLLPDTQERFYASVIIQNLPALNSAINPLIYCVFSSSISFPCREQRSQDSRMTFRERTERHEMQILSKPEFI
# * marks the source's active call; other numbers are inactive results; ? = inconclusive; · = not tested or not shown; & = joins results of further samples; [ ] = remark or other dose. Unless noted, the call rests on the fitted dose curve; in most records, active means well fitted curve in the direction sought with a large enough effect; inconclusive means small, poorly fitted or top-dose-only effect, or another doubt; inactive means no such curve, though single readings can be large; an effect the other way counts as inactive or inconclusive. Only part of the results is shown, so the mix of outcomes need not match the whole.
SMILES,Lamin A splicing,GLA spleen mod,CBFb-RUNX1 inh,KinaseGlo FLuc,Epigenetic derep,IMPase Li cell,NPSR antag
CC(C)(C)c1cc(C=C(C#N)C#N)cc(C(C)(C)C)c1O,?,-2%&-2%&-5%,-9%&4%&15%,-4%,-1.2%&2.1%&0.0%,27%&20%&35%,?
CCOC(=O)c1cccc(NS(=O)(=O)c2ccc(NC(C)=O)cc2)c1,?,20%,-2%,-4%,-2.2%,24%[38.3 µM],-7%[46.1 µM]
CCN1C[C@]2(C)CC[C@H](O)[C@@]34C5C[C@@H]6[C@@H](OC)C[C@@](O)(C5[C@H]6O)[C@@H](CC23)[C@@H]14 (stereo not given in full),·,4%&3%,-1%,2%,2.1%&3.8%,5%&11%,·
CCN1CCc2ccccc2C1,·,-7%,4%,·,-1.0%,·,-8%
CC1CN=C(Nc2ccc(F)c(Cl)c2)S1 (stereo not given),·,-5%,3%,·,0.1%,·,-9%
O=C(Cn1c2c(c(-c3ccccc3Cl)cc1=O)CCC2)N1CCC2(CC1)OCCO2,-4%,-2%,2%,2%,0.9%,5%[38.3 µM],-9%[46.1 µM]
O=c1[nH]c(=O)n(Cc2ccc(F)cc2)c(O)c1C=NCc1cccnc1,6%,0%,3%,-4%,-3.7%,2%[38.3 µM],-15%[7.67 µM]
CN(C)c1ncc(/C=C2/C(=O)NC(=S)N(C3CCCCC3)C2=O)cn1,-9%[46 µM],7%,-7%,3%,-2.4%,8%,10µM*
C=CCN1C(=O)/C(=C/c2cccs2)C(=O)NC1=S,?,4%,-5%,-3%,10%,11%,13µM*
CN(C)[C@@H]1C(=O)C(C(N)=O)=C(O)[C@@]2(O)C(=O)C3=C(O)c4c(O)cccc4[C@@](C)(O)C3CC12 (stereo not given in full),·,-1%,-12%,-3%[39.9 µM],6.2%,8.9µM*,·
O=c1[nH]c(=S)n(C2CC2)c(O)c1/C=N/N1CCOCC1,?,1%,1%,2%,-1.0%,0%,8%
OC(O)C(Cl)(Cl)Cl,?,4%,4%,-1%[39.9 µM],-3.4%,2%,·

# Full records from above:
# O=C(Cn1c2c(c(-c3ccccc3Cl)cc1=O)CCC2)N1CCC2(CC1)OCCO2 across the screens: Lamin A splicing = -4%; GLA spleen mod = -2%; CBFb-RUNX1 inh = 2%; KinaseGlo FLuc = 2%; Epigenetic derep = 0.9%; IMPase Li cell = 5%[38.3 µM]; NPSR antag = -9%[46.1 µM]
# CC1CN=C(Nc2ccc(F)c(Cl)c2)S1 (stereo not given) across the screens: Lamin A splicing = ·; GLA spleen mod = -5%; CBFb-RUNX1 inh = 3%; KinaseGlo FLuc = ·; Epigenetic derep = 0.1%; IMPase Li cell = ·; NPSR antag = -9%
# O=c1[nH]c(=S)n(C2CC2)c(O)c1/C=N/N1CCOCC1 across the screens: Lamin A splicing = ?; GLA spleen mod = 1%; CBFb-RUNX1 inh = 1%; KinaseGlo FLuc = 2%; Epigenetic derep = -1.0%; IMPase Li cell = 0%; NPSR antag = 8%

# Further records
SMILES,Lamin A splicing,GLA spleen mod,CBFb-RUNX1 inh,KinaseGlo FLuc,Epigenetic derep,IMPase Li cell,NPSR antag
CC(c1ccccc1)n1cncc1C(=O)O (stereo not given),-2%,3%,-5%,0%,-1.0%,0%,7%
Cc1ccccc1N1C(=O)NC(=O)/C(=C\c2ccc3c(c2)CCCN3Cc2ccccc2)C1=O,?,1%,7%,-20%,-3.2%,12%,5%
CN1C(=O)C(=Cc2ccc(OCCN(C)c3ccccn3)cc2)C(=O)N(C)C1=O,9%[46 µM],3%,-6%,-1%,-0.1%,5%,-8%
Nc1ccc2c(c1)Cc1ccccc1-2,?,-3%,-4%,-1%,-1.9%,-11%,8%
c1ccc(C2=NP(N3CCOCC3)(N3CCOCC3)=NC(N3CCOCC3)=N2)cc1,9%,9%,6%,0%,0.3%,-2%[38.3 µM],-10%[46.1 µM]
O[C@@H]1[C@H](O)[C@H]2[C@@H](O)CCN2C[C@@H]1O,·,-1%,5%[21.7 µM],3%,4.2%,10%,·
NC(Cc1ccccc1)Cc1ccccc1,·,9%,8%,1%,-1.1%,-8%,9%
CCC(=NCCc1ccccc1)c1c(O)[nH]c(=O)[nH]c1=O,·,6%,5%,·,0.8%,·,-7%
CC(C)N1CC=C(c2c[nH]c3ccccc23)CC1,?,4%,2%,0%,-1.2%,-9%[38.3 µM],-12%[46.1 µM]
O=C(CCCn1c(=O)[nH]c2cc(Cl)ccc2c1=O)N1CCC2(CC1)OCCO2,3%,-1%,-7%,-1%,-2.4%,-1%,10%
Cc1ccc(-n2c(O)c(C=NCCCn3ccnc3)c(=O)[nH]c2=O)cc1,·,2%,4%,·,2.4%,·,-15%[7.67 µM]
C#CCOCOCC#CCN(CC)CC,3%,11%,-3%,4%,2.4%,12%[38.3 µM],-11%[46.1 µM]
O=C(c1ccccc1)C1CCCN(Cc2nc(-c3cnccn3)no2)C1 (stereo not given),11%[46 µM],5%,-1%,1%,0.0%,-2%,-5%
ClC(Cl)(Cl)Cl,?,-6%&5%,6%&4%[21.7 µM],·,·,-23%&9%,·
CCOc1ccc2nc(N=Nc3c(O)[nH]c(=S)[nH]c3=O)sc2c1,-11%[46 µM],3%,-14%,-8%,4.0%,17%,-54%
O=c1c(C=Nc2cccnc2Cl)c(O)n(CCCCl)c(=O)n1C1CCCCC1,-12%,0%,0%,4%,0.0%,4%,10µM*
O=C1C(Cl)=C(N2CCCCCC2)C(=O)N1c1ccccc1,7%,-5%,2%,1%,5.8%,37%[activator][38.3 µM],20%[46.1 µM]
c1ccc(-c2nnc(C3CC(c4cccnc4)=NO3)o2)cc1 (stereo not given),·,10%,4%,·,-2.2%,·,21%
CCOP(=O)(OCC)c1nc(-c2cccc3ccccc23)oc1NCc1ccccc1,?,6%,12%,1%,-2.2%,9%,?
O=C(Nc1ccccc1)OC1CN=C(N[N+](=O)[O-])NC1 (stereo not given),20%[46 µM],8%,6%,1%,0.7%,12%,7%
Cc1cc(N2CCCC2)ccc1C=C(C#N)C#N,?,1%,-5%,5%,?,-16%,-7%
C=CCNC(=S)Nc1ccc(OC(=O)Nc2ccc(Cl)c(Cl)c2)cc1,·,11%,20%,·,-1.1%,·,-39%
CCN1CCC2(CC1)NC(CO)(CO)CO2,7%,-1%,4%,2%,-0.9%,-14%[38.3 µM],4%[46.1 µM]
O=C(c1cccs1)c1cn(Cc2ccccc2Cl)c2ccccc12,28%,11%,14%,0%,-0.1%,23%[38.3 µM],?
CCOP(=O)(OCC)/C(C#N)=C/c1ccoc1,·,0%,8%,·,-0.3%,·,-10%
CNC(=O)Nc1ccc(C(O)(C(=O)OC)C(F)(F)F)cc1 (stereo not given),·,7%,4%,·,-1.0%,·,26%
CN1C(=O)N(C)C(=O)C2(Cc3c(ccc4ccccc34)N(C)C2)C1=O,2%,-9%,-8%,-4%,0.9%,12%[38.3 µM],-14%[46.1 µM]
O=c1[nH]c(=O)n(C2CCCCCC2)c(O)c1C=NCc1cccnc1,·,1%,4%,·,1.3%,·,-7%
CCCC(C)C(=O)NC1CCSC1=O (stereo not given),4%,5%,4%,0%,-0.8%,-5%[38.3 µM],-9%[46.1 µM]
O=C(C1CCCN(S(=O)(=O)c2cccc3nsnc23)C1)N1CCC2(CC1)OCCO2 (stereo not given),-1%,-8%,1%,1%,-1.0%,20%[38.3 µM],2%[46.1 µM]
C#CCN1CCN(c2ccc(F)cc2)CC1,17%[46 µM],-7%,0%,-2%,2.2%,1%,12%
ClC(Cl)=C(Cl)C(Cl)=C(Cl)Cl,·,-1%,-1%[21.7 µM],·,·,7%,·
Cc1cc(OCc2nn[nH]n2)c2c3c(c(=O)oc2c1)CCCC3,1%,2%,6%,·,-5.9%,·,-7%[46.1 µM]
O=C1NC(=O)N(c2ccccc2)C(=O)/C1=C\c1ccc([N+](=O)[O-])o1,·,2%,?,·,-1.6%,·,11%
Fc1ccccc1CNC1CN2CCC1CC2 (stereo not given),8%[46 µM],-3%,5%,-1%,0.0%,26%,7%
CC(=NCCC1=CCCCC1)c1c(O)n(C)c(=O)n(C)c1=O,14%,2%,1%,-3%,1.4%,-5%[38.3 µM],-1%[46.1 µM]
O=C(Nc1ccc(F)cc1)c1c(O)c2c(n(Cc3ccccc3)c1=O)CCCC2,12%,1%,5%,0%,1.0%,10%,-30%
CC(=O)N1N=C2C3CCN(CC3)C2C1c1cccc2ccccc12 (stereo not given),-2%,-1%,1%[2.36 µM],-2%,2.7%,5%,11%
Cc1ccc2ccccc2c1,·,6%,-4%[21.7 µM],·,·,-15%,·
N#CC(O)c1ccccc1 (stereo not given),·,-1%,0%[21.7 µM],·,·,8%,·
C=CCn1c(O)c(C(C)=Nc2ccc(C(=O)OCC)cc2)c(=O)[nH]c1=O,12%,3%,3%,4%,-1.0%,31%[activator][38.3 µM],4%[46.1 µM]
Cc1onc(-c2c(Cl)cccc2Cl)c1/C(N)=N/OC(=O)N(C)C,·,1%,2%,·,0.4%,·,-13%
c1ccc2cc(C3N4CCCN34)ccc2c1 (stereo not given),·,-20%,13%,-2%,6.6%,-6%,13%
O=C(COC(=O)Cc1ccccc1)Nc1ccc(F)cc1,·,1%,-4%,-1%,1.1%,2%,5%
CCc1cccc(C)c1NC(=S)N1CC2CC(C1)c1cccc(=O)n1C2 (stereo not given),9%,2%,1%,0%,1.3%,-1%,2%[46.1 µM]
C=CCN1CCC23c4c5ccc(O)c4OC2/C(=N/N=C2\CCC4(O)C6Cc7ccc(O)c8c7C4(CCN6CC=C)C2O8)CCC3(O)C1C5 (stereo not given),·,14%,10%,·,0.0%,-3%,·

# 4 records picked at random from those above:
SMILES,Lamin A splicing,GLA spleen mod,CBFb-RUNX1 inh,KinaseGlo FLuc,Epigenetic derep,IMPase Li cell,NPSR antag
CC(=O)N1N=C2C3CCN(CC3)C2C1c1cccc2ccccc12 (stereo not given),-2%,-1%,1%[2.36 µM],-2%,2.7%,5%,11%
N#CC(O)c1ccccc1 (stereo not given),·,-1%,0%[21.7 µM],·,·,8%,·
CCc1cccc(C)c1NC(=S)N1CC2CC(C1)c1cccc(=O)n1C2 (stereo not given),9%,2%,1%,0%,1.3%,-1%,2%[46.1 µM]
C=CCN1CCC23c4c5ccc(O)c4OC2/C(=N/N=C2\CCC4(O)C6Cc7ccc(O)c8c7C4(CCN6CC=C)C2O8)CCC3(O)C1C5 (stereo not given),·,14%,10%,·,0.0%,-3%,·
